# CCHFV vOTU inh – CCHFV vOTU protease inhibitors, primary screen, biochemical, Pep-AMC substrate, fluorescence. Crimean-Congo hemorrhagic fever virus L polyprotein viral ovarian tumor (vOTU) protease …. inhibition, % at 11.5 µM. 370,000 compounds, 0.55% hits. AID 651958, 2012; note: 0% = vehicle wells with enzyme and 100% = no enzyme wells
# FBA Mtb inh – Mtb FBA enzyme inhibitors, primary screen, biochemical, fluorescence, strain H37Rv; inhibition, % at 1 µM; AID 588726, 2011; purified M. tuberculosis FBA, fluorescence read-out; 360,000 compounds, 2.3% hits; Fructose-bisphosphate aldolase (Mycobacterium tuberculosis (strain ATCC 25618 / H37Rv)), …; in the data active = inhibition above about 27%;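 note: 0% = vehicle and 100% = reference inhibitor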
# Target sequence (P9WQA3 whole entry, looked up): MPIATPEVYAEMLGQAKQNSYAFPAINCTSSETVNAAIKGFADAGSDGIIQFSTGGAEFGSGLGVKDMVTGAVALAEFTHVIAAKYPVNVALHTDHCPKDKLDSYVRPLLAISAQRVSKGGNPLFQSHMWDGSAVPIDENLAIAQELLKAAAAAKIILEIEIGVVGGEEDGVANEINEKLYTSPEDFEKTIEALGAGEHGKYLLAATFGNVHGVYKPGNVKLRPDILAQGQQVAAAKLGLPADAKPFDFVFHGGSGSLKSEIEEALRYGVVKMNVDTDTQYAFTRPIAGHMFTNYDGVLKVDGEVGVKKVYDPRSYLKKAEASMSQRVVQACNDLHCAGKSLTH
# UGM FP inh – M. tuberculosis UGM enzyme inhibitors, primary screen, biochemical, fluorescence polarization, single point. purified UGM, fluorescence polarization probe displacement. inhibition, % at 10 µM. AID 504406, 2011. 320,000 compounds, 0.06% hits; in the data active = inhibition above about 10%, passing the limit was not always enough; inconclusive = no clear call, values can overlap the other calls
# Target sequence (P9WIQ1 whole entry, looked up): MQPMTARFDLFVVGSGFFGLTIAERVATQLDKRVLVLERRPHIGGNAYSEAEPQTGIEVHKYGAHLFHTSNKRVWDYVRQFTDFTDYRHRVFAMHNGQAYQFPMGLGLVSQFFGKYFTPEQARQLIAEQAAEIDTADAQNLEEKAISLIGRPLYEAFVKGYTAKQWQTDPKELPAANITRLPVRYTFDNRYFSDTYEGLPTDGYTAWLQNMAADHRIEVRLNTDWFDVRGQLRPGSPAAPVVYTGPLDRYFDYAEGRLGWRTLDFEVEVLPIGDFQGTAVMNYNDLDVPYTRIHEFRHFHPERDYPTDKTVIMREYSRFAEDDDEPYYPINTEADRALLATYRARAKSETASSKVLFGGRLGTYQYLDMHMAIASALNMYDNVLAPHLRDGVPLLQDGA
# Rv3671c protease – Rv3671c serine protease inhibitors, primary screen, biochemical, fluorescence polarization, M. tuberculosis H37Rv; P9WHR9; inhibition, % at 5.96 µM; 320,000 compounds, 0.048% hits; in the data active = inhibition above about 38%;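 note: extracellular domain of Rv3671c used as enzyme; 0% = enzyme with DMSO and 100% = no enzyme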
# FadD28 binding – inhibitors of FadD28 bisubstrate probe binding, primary screen, biochemical, fluorescence polarization, single point | 360,000 compounds, 0.22% hits | Mycobacterium tuberculosis FadD28 fatty-acid-AMP ligase | inhibition, % at 12.5 µM; in the data active = inhibition above about 8.5%, passing the limit was not always enough; inconclusive = no clear call, values can overlap the other calls
# GDH-TPI inh – GDH-TPI coupling enzyme inhibitors, primary screen, artefact control for M. tuberculosis FBA inhibitor project, biochemical, absorbance, full deck; GDH-TPI coupled enzyme counterscreen, NADH absorbance; inhibition, % at 4.8 µM; 360,000 compounds, 1.2% hits; AID 588335, 2011;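 note: 0% = DMSO wells and 100% = wells lacking the enzyme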
# MazEF act – activators of E. coli MazEF toxin-antitoxin RNase, primary screen, biochemical, fluorescence, uHTS | Endoribonuclease toxin MazF (Escherichia coli (strain K12)), P0AE70 | FAM/BHQ RNA-DNA oligo cleavage fluorescence, 5 h | activation, % at 20 µM | 350,000 compounds, 0.32% hits; in the data active = activation above about 50%
# Target sequence (P0AE70 whole entry, looked up): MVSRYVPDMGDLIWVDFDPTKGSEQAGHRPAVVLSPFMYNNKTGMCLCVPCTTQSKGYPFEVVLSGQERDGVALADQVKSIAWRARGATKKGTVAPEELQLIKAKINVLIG
# Mtb BioA inh – M. tuberculosis BioA enzyme inhibitors, primary screen, biochemical, plate reader, single point, HTS; AID 602481, 2012; inhibition, % at 9.99 µM; 360,000 compounds, 0.096% hits; purified M. tuberculosis BioA enzyme; in the data active = inhibition above about 40%; inconclusive = no clear call, values can overlap the other calls
# VHR inh abs – VHR1 phosphatase inhibitors, primary screen, biochemical, absorbance, uHTS; Dual specificity protein phosphatase 3 (Homo sapiens), P51452; recombinant VHR phosphatase, pNPP absorbance; inhibition, % at 13.3 µM; 290,000 compounds, 0.52% hits; in the data active = inhibition above about 50%; note: some compounds called inactive have numbers as strong as hits
# Target sequence (P51452 whole entry, looked up): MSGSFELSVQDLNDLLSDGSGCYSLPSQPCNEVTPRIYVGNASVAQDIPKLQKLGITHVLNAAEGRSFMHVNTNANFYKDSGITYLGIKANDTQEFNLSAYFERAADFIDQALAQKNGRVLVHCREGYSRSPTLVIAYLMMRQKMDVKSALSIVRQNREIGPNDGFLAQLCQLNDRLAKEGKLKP
# BoNT-F LC inh – BoNT/F light chain protease inhibitors, primary screen, biochemical, flow cytometry, MLPCN library; Botulinum neurotoxin type F light chain protease (Clostridium botulinum); Multiplex microsphere protease cleavage assay; inhibition, % at 10 µM; 360,000 compounds, 0.22% hits; AID 588497, 2011; in the data active = inhibition above about 35%, passing the limit was not always enough; inconclusive = no clear call, values can overlap the other calls; note: plate controls were buffer without enzyme for full effect and enzyme alone for no effect
# * = called active by the depositor; ? = inconclusive; nt = not tested or not shown. Cut-off read from the data, not from the text of the source, unless noted: active = inhibition above about 30%; inactive = the rest.
SMILES,CCHFV vOTU inh,FBA Mtb inh,UGM FP inh,Rv3671c protease,FadD28 binding,GDH-TPI inh,MazEF act,Mtb BioA inh,VHR inh abs,BoNT-F LC inh
O=C(COC(=O)Cn1cnc2ccccc21)Nc1cc2c(cc1Cl)C(=O)c1ccccc1C2=O,2,-2,-0.1,-35,-2.7,-5,-6,1.6,15,-3
COC(=O)c1ccc2c(=O)n(CCCCCC(=O)N3CCN(c4ccccc4)CC3)c(=O)[nH]c2c1,-2,2,-2.6,1,-2.1,1,-5,-1.5,12,-8
C=CCNC(=O)c1ccc(CN2CCC(Cc3ccccc3)CC2)cc1,-5,4,0.5,-7,0.2,24,3,-0.9,85,?
Cc1[nH][nH]c(=O)c1C(c1ccc(-c2ccccc2C(=O)O)o1)c1c(C)[nH][nH]c1=O,24,-8,-0.6,-200,-3.7,5,-2,nt,17,-1
N#Cc1ccc(NC(=O)Nc2cccc(C#N)c2)cc1,1,2,2.3,nt,-3.1,2,2,nt,17,?
COc1ccc2c(c1)c(=O)c(C(=O)c1ccc(C)cc1)cn2CC(=O)Nc1ccc(F)cc1,11,1,-0.9,-3,0.8,30,-8,0.9,0,1
Cc1nnc(SCC(=O)Nc2ccc(S(N)(=O)=O)cc2)n(N)c1=O,-9,-1,-2.3,-8,-1.5,5,3,-1.8,nt,-8
Cc1nc2scc(C)n2c(=O)c1S(=O)(=O)NCCc1ccccc1,3,22,-0.5,1,0.6,20,-2,-1.9,12,1
Cc1ccc(S(=O)(=O)Nc2ccc(=O)n(Cc3ccc(Cl)c(Cl)c3)c2)cc1,-1,10,0.3,-2,-11,6,11,nt,20,12
O=C(Nc1nnc([C@H]2C[C@H](O)[C@@H](CO)O2)s1)c1ccc(Oc2ccccc2)cc1,2,2,nt,nt,-2.7,7,nt,0.7,nt,0
O=C(COc1ccccc1)Nc1ccc2c(c1)Cc1cc(NC(=O)COc3ccccc3)ccc1-2,11,2,-3.5,-13,-1.3,6,-15,0.7,22,-2
O=C(NCc1ccccc1)C1CCN(S(=O)(=O)c2cc([N+](=O)[O-])ccc2Cl)CC1,-3,3,-2.3,0,-0.4,3,2,nt,-7,-4
Oc1ccccc1C=NC1=NN(c2cccc(C(F)(F)F)c2)CC1,-8,-1,-2.6,-2,-1.6,6,1,1.9,14,9
O=C(COC(=O)c1ccc(Cl)c(S(=O)(=O)N2CCN(c3ccc(F)cc3)CC2)c1)Nc1cccc(Cl)c1,-4,-3,nt,-91,0.4,20,1,nt,-7,-2
COC(=O)CSc1nc2ccccc2o1,10,2,2.1,5,0.6,7,0,-0.2,24,-6
Cc1c(C(=O)NCc2ccc3c(c2)OCO3)sc(=O)n1Cc1ccc(S(C)(=O)=O)cc1,-6,5,nt,nt,-5.7,3,nt,7.0,nt,-11
O=C1NC(Cc2ccccc2)c2nc3cc(F)c(F)cc3c(=O)n2-c2ncccc21 (stereo not given),5,0,nt,nt,-3.6,6,5,-0.4,nt,0
Nc1cccc2c1C(=O)N(CCOc1ccccc1F)C2=O,-23,1,0.5,-12,-1.4,3,-6,-2.0,26,2
Cc1c(NC(=O)Cn2[nH]c(=O)c3ccccc3c2=O)c(=O)n(-c2ccccc2)n1C,1,2,-0.8,-6,-4.9,7,3,-1.0,13,4
O=C(Nc1ccc2oc(-c3ccc(F)cc3)nc2c1)c1ccccc1F,14,4,1.6,-74,-2.9,11,-8,-2.1,18,0
CCOC(=O)c1c(NC(=O)CN2C(=O)NC3(CCCCC3)C2=O)sc(C)c1-c1ccc(C)cc1,8,-1,0.8,2,-2.8,9,2,-0.6,18,3
O=C(NC1CCS(=O)(=O)C1)c1ccc(-c2ccc(Br)cc2)o1 (stereo not given),-7,42*,0.2,11,-5.4,2,5,5.2,3,8
Cn1ccnc1SCC(=O)Nc1sccc1C#N,4,0,-0.7,-9,-0.9,12,-2,1.2,10,-4
CCCn1c(SCC(=O)Nc2nccs2)nnc1-c1cccnc1,8,1,-2.6,-13,-1.2,6,4,1.0,10,-25
CSc1ccccc1C(=O)Nc1nc2ccccc2c(=O)[nH]1,-2,1,3.5,5,-2.1,6,-2,nt,18,0
CCCc1c(C(=O)O)cnn1-c1ccc(Cl)cc1,-2,0,0.4,-1,-1.1,-2,-1,nt,-18,?
O=C(C[n+]1cc(-c2ccccc2)n2c1CCCCC2)c1ccc(Br)cc1,3,-1,0.3,4,0.4,4,3,nt,12,0
Cc1c(Cc2ccccc2)c(NCCCO)n2c(nc3ccccc32)c1C#N,-3,12,0.3,6,-2.9,9,-2,2.8,17,nt
Cc1cccnc1C1=NOC(Cc2ccccc2)C(=O)N1Cc1ccccc1F (stereo not given),3,1,nt,nt,-5.2,-6,nt,-0.8,nt,-4
Cc1nc2sc(-c3ccccc3)nn2c(=O)c1Br,8,-4,-3.8,0,0.0,24,14,-1.3,40,0
COC(=O)c1c(/N=C/N(C)C)sc2c1CCN(c1ncc(C(F)(F)F)cc1Cl)C2,-8,6,2.9,-10,-2.2,2,51*,0.6,-4,-8
COc1ccc(CCNC(=O)/C=C/c2ccc(OC)c(S(=O)(=O)N3CCOCC3)c2)cc1,-3,-2,-1.2,-6,0.3,8,2,nt,17,-8
Cc1sc2nc(CN3CCCCC3)nc(Nc3ccc4c(c3)OCCO4)c2c1C,-12,-1,-0.9,4,-3.2,-2,6,nt,17,0
O=C(Cn1cnc2ccccc2c1=O)N1CCOCC1,5,1,3.5,4,-3.6,-3,0,nt,19,-1
COc1cccc(Nc2nc(N)nc(CCl)n2)c1,-6,-1,1.8,4,-2.6,14,7,-0.5,-11,nt
CC(=O)Nc1cccc(Oc2ccc([N+](=O)[O-])cc2Cl)c1,1,1,-1.1,-2,-0.3,4,2,nt,4,-4
CC(C)CN=c1cc(-c2ccccc2)oc2ccc(Cl)cc12,3,2,2.6,-11,-4.7,29,8,nt,5,-2
CC1CCN(S(=O)(=O)c2ccc(Oc3ccc([N+](=O)[O-])cc3)cc2)CC1,13,-1,0.8,-5,0.0,7,-1,nt,17,-7
S=c1[nH]nc(-c2ccncc2)n1Cc1ccccc1,4,0,0.2,-7,-4.7,1,5,nt,26,-6
O=C(/C=C/c1ccco1)Nc1ccccc1N1CCOCC1,7,-4,-1.5,2,-1.7,6,0,nt,4,-3
CC(C)NC(=O)C1CCN(S(=O)(=O)c2ccc(N3CCCC3=O)cc2)CC1,2,1,1.2,-6,1.3,8,-4,-0.1,-2,-4
CNC(=S)N(Cc1cc2cc(C)ccc2n2nnnc12)CC(C)(C)CN(C)C,-4,-1,-1.8,nt,-3.1,-6,13,-0.9,5,6
S=C(Nc1ccc2nsnc2c1)N1CCCCCC1,36*,0,-1.5,-162,-0.8,6,-25,nt,13,1
CC(CN1CCCCC1)C(=O)NNC(=O)C12CC3CC(CC(C3)C1)C2 (stereo not given),-12,1,-0.5,9,-0.2,6,1,0.6,23,-9
Fc1ccc(Cn2nnnc2C(c2cccs2)N2CCCCCC2)cc1 (stereo not given),-8,0,-0.8,-17,-3.0,8,-13,-1.4,15,-5
O=C(NCCOc1ccccc1)C1CCC(=O)N(C2CCCCCC2)C1 (stereo not given),5,-1,1.0,7,0.9,1,-10,0.9,14,-6
NC1=NC(=Nc2ccccc2)c2ccccc21,-1,-12,4.8,0,-6.0,-13,3,-0.2,24,9
O=C(CCCOc1ccc(Cl)cc1)N1CCCCCC1,-11,2,1.6,-5,-4.5,8,0,0.3,-12,7
Cc1cc(C)nc(SC/C=C/c2ccccc2)n1,2,0,-1.2,-5,-0.5,7,-1,0.4,-2,31
COc1ccc(CCNCC(=O)Nc2ccc(C(=O)N3CCCCC3)cc2)cc1,0,1,-0.3,-1,-3.8,-2,1,0.4,16,-20
# Continuation:
SMILES,CCHFV vOTU inh,FBA Mtb inh,UGM FP inh,Rv3671c protease,FadD28 binding,GDH-TPI inh,MazEF act,Mtb BioA inh,VHR inh abs,BoNT-F LC inh
Cc1cc(N2C(=O)C3C4C=CC(C4)C3C2=O)ccc1NC(=O)c1cccs1 (stereo not given),1,-1,1.4,0,1.2,5,-2,0.8,3,-8
COc1nc(NCCC2=CCCCC2)nc(OC)n1,5,2,-1.5,2,-1.9,-5,-16,nt,5,-20
O=C(O)C1CC=CCC1C(=O)Nc1ccc2c(c1)OCCO2 (stereo not given),5,0,2.3,-3,-2.7,-4,5,-0.7,-1,-5
O=C(O)C1C2C=CC(C2)C1C(=O)NCc1ccc2c(c1)OCO2 (stereo not given),0,-1,1.2,-4,0.4,2,6,-0.7,28,-6
CCOc1ccccc1C(=O)Nc1ccc(S(=O)(=O)Nc2cc(OC)nc(OC)n2)cc1,9,1,-1.7,-4,-3.6,4,6,-0.9,-17,0
O=C(c1ccc(C(F)(F)F)cc1)C1CCCN(C2CCSCC2)C1 (stereo not given),9,-2,-0.6,-3,-4.5,4,2,1.6,13,0

# A draw from above in order of number of heavy atoms, largest number first.
SMILES,CCHFV vOTU inh,FBA Mtb inh,UGM FP inh,Rv3671c protease,FadD28 binding,GDH-TPI inh,MazEF act,Mtb BioA inh,VHR inh abs,BoNT-F LC inh
O=C(COC(=O)c1ccc(Cl)c(S(=O)(=O)N2CCN(c3ccc(F)cc3)CC2)c1)Nc1cccc(Cl)c1,-4,-3,nt,-91,0.4,20,1,nt,-7,-2
O=C(COc1ccccc1)Nc1ccc2c(c1)Cc1cc(NC(=O)COc3ccccc3)ccc1-2,11,2,-3.5,-13,-1.3,6,-15,0.7,22,-2
Cc1c(NC(=O)Cn2[nH]c(=O)c3ccccc3c2=O)c(=O)n(-c2ccccc2)n1C,1,2,-0.8,-6,-4.9,7,3,-1.0,13,4
COC(=O)c1c(/N=C/N(C)C)sc2c1CCN(c1ncc(C(F)(F)F)cc1Cl)C2,-8,6,2.9,-10,-2.2,2,51*,0.6,-4,-8
Cc1ccc(S(=O)(=O)Nc2ccc(=O)n(Cc3ccc(Cl)c(Cl)c3)c2)cc1,-1,10,0.3,-2,-11,6,11,nt,20,12
Fc1ccc(Cn2nnnc2C(c2cccs2)N2CCCCCC2)cc1 (stereo not given),-8,0,-0.8,-17,-3.0,8,-13,-1.4,15,-5
Oc1ccccc1C=NC1=NN(c2cccc(C(F)(F)F)c2)CC1,-8,-1,-2.6,-2,-1.6,6,1,1.9,14,9
Nc1cccc2c1C(=O)N(CCOc1ccccc1F)C2=O,-23,1,0.5,-12,-1.4,3,-6,-2.0,26,2
CC(=O)Nc1cccc(Oc2ccc([N+](=O)[O-])cc2Cl)c1,1,1,-1.1,-2,-0.3,4,2,nt,4,-4
N#Cc1ccc(NC(=O)Nc2cccc(C#N)c2)cc1,1,2,2.3,nt,-3.1,2,2,nt,17,?
Cc1cc(C)nc(SC/C=C/c2ccccc2)n1,2,0,-1.2,-5,-0.5,7,-1,0.4,-2,31
NC1=NC(=Nc2ccccc2)c2ccccc21,-1,-12,4.8,0,-6.0,-13,3,-0.2,24,9

# Screening data from PubChem BioAssay.
